Source: PubChem BioAssay (National Center for Advancing Translational Sciences (NCATS))
USP2a inh: inhibitors of human ubiquitin-specific protease USP2a; O75604; USP2 core, Ub-CHOP2 coupled fluorogenic reporter, 485/531; Potency, µM (series often up to 38.3 µM), inactives show top-dose activity change, negative = inhibition, most hits filed as inhibitors; 330,000 tested, 0.01% active;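 also: potency is read from the fitted curve at half-maximal effect; plate controls were DMSO wells for no effect and full inhibition by NEM control for full effect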
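USP2 core (10nM final) preincubated 30min RT with compound in 20mM Tris-HCl pH 8.0, 2mM CaCl2, 2mM beta-mercaptoethanol, 0.05% CHAPS; 25nM Ub-CHOP2 plus 25nM reporter substrate added, fluorescence (Ex485/Em531) read after 60min.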
KCNH2 WT inh: KCNH2 (human, wildtype) channel inhibition. Q12809. U2OS, BacMam KCNH2, thallium flux FluxOr; hits give low values. activity change, % at 1.84 µM. 340,000 tested, 0.37% active;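 active = maximum activity change below -70%; inconclusive = maximum activity change between -70% and -50%; inactive = maximum activity change above -50%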
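U2OS cells transduced with wild-type KCNH2 virus are loaded with FluxOr dye for 45 min, and thallium flux is measured in kinetic reads before and after stimulation buffer. Rate constants are normalized to DMSO controls.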
Giardia kill: Giardia lamblia killing; Giardia lamblia trophozoite viability; activity change, % at 7.66 µM, hits read low; 340,000 tested, 0.15% active; in the data active = activity change below about -80%; inconclusive = between about -30% and that limit;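 also: parasites exposed to compound for two days anaerobically before the ATP read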
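Giardia lamblia trophozoites (100 cells/well) were incubated with compounds for 48 h at 37 deg C under anaerobic conditions. Viability was read as ATP content by one-step luminescence after 15-30 min at room temperature.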
PKM2 activator: increases activity of human pyruvate kinase M2 | purified PKM2, Kinase-Glo ATP luminescence, activation; response scale: 0% is enzyme alone, no compound | Potency, µM (titrated, usually from 57.5 µM), for the others: at the top dose activation, most hits filed as activators | 260,000 tested, 0.34% active | AID 1631; also: potency is read from the fitted curve at half-maximal effect; nearly all actives have a fitted effect of over 55% in size
Target sequence (P14618 whole entry, looked up): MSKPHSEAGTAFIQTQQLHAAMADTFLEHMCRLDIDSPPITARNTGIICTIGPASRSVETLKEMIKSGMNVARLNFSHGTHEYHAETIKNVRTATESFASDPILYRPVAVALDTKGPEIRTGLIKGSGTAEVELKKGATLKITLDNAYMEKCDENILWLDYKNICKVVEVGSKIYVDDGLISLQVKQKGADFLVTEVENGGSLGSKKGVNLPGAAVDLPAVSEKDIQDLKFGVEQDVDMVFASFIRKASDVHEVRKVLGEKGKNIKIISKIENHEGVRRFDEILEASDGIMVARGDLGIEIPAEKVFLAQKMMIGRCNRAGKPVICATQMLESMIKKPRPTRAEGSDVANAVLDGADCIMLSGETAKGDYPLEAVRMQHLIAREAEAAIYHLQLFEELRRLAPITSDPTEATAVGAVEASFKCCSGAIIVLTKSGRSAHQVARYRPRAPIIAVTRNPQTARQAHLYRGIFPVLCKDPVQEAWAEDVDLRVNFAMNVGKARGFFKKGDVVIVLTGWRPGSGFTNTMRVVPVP
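Kinase-Glo luminescence reports ATP generated from ADP (0.1 mM) and PEP (0.5 mM) by purified hPK-M2 after 1 h at room temperature, pH 7.2 imidazole buffer; intermediate enzyme activity allows detecting inhibitors and activators.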
uPA surface inh: cell surface uPA generation inhibition; 330,000 tested, 0.31% active; Potency, µM (highest dose often 38.3 µM), for the others: top-dose activity change, negative = inhibition, usual class: inhibitors; cell surface uPA generation assay, qHTS; active = well fitted inhibition curve with a large enough effect; inconclusive = small, poorly fitted or top-dose-only effect; inactive = no such curve, though single readings can be large or run the other way; tested in mouse RAW 264.7 cells; also: potency is read from the fitted curve at half-maximal effect; nearly all actives have a fitted effect of over 55% in size
Eya2 phos inh: Eya2 (human) phosphatase inhibition; AID 488837; 330,000 tested, 0.006% active; O00167; recombinant Eya2, OMFP fluorescence dephosphorylation (OMFP is methylfluorescein phosphate); Potency, µM (highest dose often 76.9 µM), for the others: at the top dose activity, negative = inhibition, most hits filed as inhibitors; also: potency is read from the fitted curve at half-maximal effect
Target sequence (O00167 whole entry, looked up): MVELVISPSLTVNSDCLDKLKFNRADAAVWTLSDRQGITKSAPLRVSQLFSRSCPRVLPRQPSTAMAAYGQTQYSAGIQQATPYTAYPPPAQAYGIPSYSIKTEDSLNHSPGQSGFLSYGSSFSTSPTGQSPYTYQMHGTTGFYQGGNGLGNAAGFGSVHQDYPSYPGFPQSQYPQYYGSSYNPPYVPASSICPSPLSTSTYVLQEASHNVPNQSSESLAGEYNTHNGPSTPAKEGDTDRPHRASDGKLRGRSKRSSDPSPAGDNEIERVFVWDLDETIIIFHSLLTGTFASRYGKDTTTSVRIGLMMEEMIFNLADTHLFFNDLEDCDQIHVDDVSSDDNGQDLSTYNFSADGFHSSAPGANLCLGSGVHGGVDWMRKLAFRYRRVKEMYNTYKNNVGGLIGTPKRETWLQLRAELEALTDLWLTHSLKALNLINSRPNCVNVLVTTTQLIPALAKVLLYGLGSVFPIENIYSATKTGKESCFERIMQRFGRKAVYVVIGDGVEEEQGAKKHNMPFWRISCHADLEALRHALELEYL
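Eya2 (0.2 uM) preincubated 10 min at ambient with compound, then OMFP substrate added at 50 uM; 10 min reaction in 50 mM HEPES pH 7.5, 50 mM NaCl, 5 uM MgCl2, 0.05% BSA, 1 mM DTT. Fluorescence read at Ex 485/Em 525 nm.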
KCNH2 3.1 inh: KCNH2 3.1 (human) potassium channel inhibition; U2OS KCNH2 3.1, thallium flux FluxOr; hits give low values; activity change, % (tested at about 1.8 µM); 340,000 tested, 0.95% active; AID 720553;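 active = maximum activity change below -70%; inconclusive = maximum activity change from -70% to -50%; inactive = maximum activity change above -50%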;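 also: thallium influx rate constant from kinetic fluorescence after stimulation buffer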
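Channel expression came from 3.1 mutant virus (1.77 x 10^8 /mL) applied to suspended U2OS cells for 4 h. Flux was tracked with FluxOr dye plus Red40 quencher, and kinetic rate constants normalized to controls.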
BCR signal inh: blocks chronic active B-cell receptor signaling | ABC-DLBCL IkBa-CBG/CBR reporter, luminescence ratio, 4 h | Potency, µM (highest dose often 46.1 µM), inactives show at the top dose ratio change, negative = lower green/red ratio, most hits filed as inhibitors | 340,000 tested, 0.05% active | AID 493014; active = well fitted inhibition curve with a large enough effect in the signal ratio, with a control signal flat, not every such curve was filed as active; inconclusive = small, poorly fitted or top-dose-only effect, or effect the other way, or a change in a side signal; the % refers to the signal ratio;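 also: potency is read from the fitted curve at half-maximal effect; plate controls were basal doxycycline-induced cells for no effect and cells given 10 µM MG132 for full effect; MG132 reads +100%, hits lower the ratio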
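TMD8 ABC-DLBCL cells carrying doxycycline-inducible green luciferase fused to IkappaBalpha plus unfused red luciferase were exposed to compounds (up to 46 uM) for 4 hrs at 37C. Activity came from the overlap-corrected green/red luminescence ratio.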
Coupling enz: counter-screen for Giardia aldolase inhibitors: coupling enzyme system; coupling enzyme system counterscreen, AmpLite Red fluorescence; activity change, negative = inhibition, % at 58.2 µM, hits read low; 290,000 tested, 0.67% active; AID 2472; in the data active = activity change below about -30%
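Counterscreen of the coupled detection system alone, without aldolase: glyceraldehyde-3-phosphate coupling enzymes plus AmpLite Red readout. Compounds at 57.5 uM final, 10 min RT preincubation, 20 min RT reaction, fluorescence 525/598 nm.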
B2AR arrestin: beta2AR (human) beta-arrestin recruitment activity | AID 492947 | beta-arrestin recruitment to beta2AR, cell-based reporter | P07550 | Potency, µM (doses to about 46.1 µM), without a hit: top-dose activation, actives largely listed as activators | 330,000 tested, 0.02% active;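 also: potency is read from the fitted curve at half-maximal effect; 0% = DMSO controls and full agonism = EC100 isoproterenol or metaproterenol; nearly all actives have a fitted effect of over 65% in size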
GALK inh: blocks human galactokinase activity; Purified GALK, Kinase-Glo residual ATP luminescence; Potency, µM (top dose mostly 57.5 µM), for the others: top-dose activity change, negative = inhibition, most hits filed as inhibitors; 270,000 tested, 0.007% active; also: potency is read from the fitted curve at half-maximal effect
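Galactose (100 uM) and ATP (35 uM) were turned over by 5 nM GALK for 1 h at RT. Kinase-Glo Plus then converted the remaining ATP into a luminescent signal.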
An asterisk follows results filed as active; ? = inconclusive; / = no result given; [ ] = dose if it differs, or a comment. Unless noted, calls follow the shape of the dose curve; as a rule, active = well fitted curve in the direction sought with a large enough effect; inconclusive = small, poorly fitted or top-dose-only effect, or another doubt; inactive = no such curve, though single readings can be large; an effect the other way counts as inactive or inconclusive. Unless noted, % is scaled to controls: 0 for no effect and ±100 for the full control effect.

Below each compound: USP2a inh	KCNH2 WT inh	Giardia kill	PKM2 activator	uPA surface inh	Eya2 phos inh	KCNH2 3.1 inh	BCR signal inh	Coupling enz	B2AR arrestin	GALK inh
- Cc1cccc(-c2cc3nc(-c4ccccc4)cc(N4CCC5(CC4)OCCO5)n3n2)c1
 : -2%	-7	4	0%	10%	7%	11	?	2	-0.1%	0%
- CCCOc1ccc(/C=N/NC(=O)c2nnn(-c3nonc3N)c2-c2cccs2)cc1OC
 : -2%	-1	6	/	-4%	-1%	-39	2%	/	0.3%	-5%
- CN1N=C(C(=O)N2CCN(c3ccc([N+](=O)[O-])cc3)CC2)CCC1=O
 : -1%	21	-3	1%	-3%	2%	-16	-1%	1	-1.0%	-2%
- Cc1cc(OCC(=O)Nc2nnc(C3CC3)s2)ccc1[N+](=O)[O-]
 : 1%	18	11	-4%	-4%	-3%	13	12%	0	-0.1%	-1%
- Cc1ccc(S(=O)(=O)N2CCOCC2)cc1NC(=O)CSc1nccn1C
 : 3%	-2	0	-3%	-2%	-3%	-16	0%	0	0.3%	2%
- O=C(OCC(=O)N1CCN(C(=O)c2ccco2)CC1)c1sc2cc(F)ccc2c1Cl
 : 0%	-1	2	-4%	4%	-22%	-14	15%	-1	0.2%	0%
- Cc1ccc(S(=O)(=O)Cc2c(C)noc2C)cc1
 : 1%	-11	-10	2%	/	1%	-11	-1%	5	0.2%	5%
- COc1cccc(Nc2nnc(SCC(=O)Nc3sccc3C(N)=O)s2)c1
 : 1%	-6	-8	2%	-17%	-1%	-97*	?	-5	-1.0%	-1%
- COc1ccccc1CN1CCc2c([nH]c3ccccc23)C1
 : 2%	23	-22	-6%	5%	2%	-23	?	-3	-0.1%	-1%
- CC(=O)N1CCN(c2ccc(Nc3nc(C)nc4c3oc3ccccc34)cc2)CC1
 : 2%	2	-14	0%	-4%	4%	-2	1%	-9	0.2%	10%
- NC(=O)c1ccsc1NC(=O)c1ccc(S(=O)(=O)N2CCCC2)cc1
 : -3%	-8	6	0%	?	-4%	14	0%	0	0.3%	0%
- Cc1cc(Br)cc(C)c1NC(=O)c1ccc(C#N)cc1F
 : 0%	16	-7	-1%	-4%	-6%	14	?	2	0.1%	-1%
- CCOC(=O)c1cc2c(=O)n3cccc(C)c3nc2n(CCCOC)c1=NC(=O)c1cccnc1
 : 1%	-10	-1	-1%	-4%	-6%	-10	9%	5	-0.9%	-2%
- CC(C)c1ccc(S(=O)(=O)c2n[nH]n3c2nc(=O)c2ccccc23)cc1
 : -2%	-9	-15	-22%	6%	-2%	-1	0%	2	-0.4%	-6%
- CCc1nc2ccccc2n1Cc1ccccc1F
 : 3%	0	-3	0%	0%	-6%	25	-1%	4	0.0%	-1%
- COc1ccc(CCNC(=O)c2sc3ccccc3c2Cl)cc1OC
 : 2%	-20	6	-18%	2%	5%	-37	?	3	0.2%	-3%
- Cc1cccc(C)c1NC(=O)CCCSc1nnc(-c2ccc(Cl)cc2)n1-c1ccccc1
 : 2%	1	3	2%	-3%	-14%	2	-7%	10	-0.4%	1%
- CCCCCOc1ccc(N2C(=O)C3C4C=CC(C3C2=O)N(C)C4=O)cc1 (configuration not stated)
 : 3%	-5	10	-1%	0%	-9%	-4	-13%	0	-0.7%	-2%
- Cc1c(CCC(=O)O)c(=O)n2c([nH]c3ccccc32)c1C#N
 : -1%	?	-2	-14%	/	-23%	/	?	-5	-0.2%	-4%
- CCOC(=O)c1c(-c2ccccc2)oc2ccc(OC)cc12
 : 1%	-3	?	2%	1%	-8%	10	?	-1	-0.4%	-2%

Complete entries as entered above. Screens in order: USP2a inh	KCNH2 WT inh	Giardia kill	PKM2 activator	uPA surface inh	Eya2 phos inh	KCNH2 3.1 inh	BCR signal inh	Coupling enz	B2AR arrestin	GALK inh
Listed for COc1cccc(Nc2nnc(SCC(=O)Nc3sccc3C(N)=O)s2)c1 : 1%	-6	-8	2%	-17%	-1%	-97*	?	-5	-1.0%	-1%
Listed for Cc1c(CCC(=O)O)c(=O)n2c([nH]c3ccccc32)c1C#N : -1%	?	-2	-14%	/	-23%	/	?	-5	-0.2%	-4%
Listed for CCCCCOc1ccc(N2C(=O)C3C4C=CC(C3C2=O)N(C)C4=O)cc1 (configuration not stated) : 3%	-5	10	-1%	0%	-9%	-4	-13%	0	-0.7%	-2%

(listing goes on)
Below each compound: USP2a inh	KCNH2 WT inh	Giardia kill	PKM2 activator	uPA surface inh	Eya2 phos inh	KCNH2 3.1 inh	BCR signal inh	Coupling enz	B2AR arrestin	GALK inh
- Cc1ccc(C(CNC(=O)Nc2ccccc2)N2CCN(C)CC2)cc1 (configuration not stated)
 : 3%	2	6	/	-4%	-8%	-194*	6%	1	0.3%	0%
- CC(=O)Nc1ccc(NC(=O)CN(c2ccc([N+](=O)[O-])cc2)S(=O)(=O)c2ccccc2)cc1
 : 2%	-3	-17	8%	8%	-4%	5	6%	2	0.6%	-3%
- COc1cc(NS(=O)(=O)c2ccc(F)cc2)c(C(=O)O)cc1OC
 : -14%	-2	-18	0%	0%	-4%	-8	-4%	-5	0.2%	0%
- O=C(CSc1nc2ccccc2o1)N1c2ccccc2Sc2ccccc21
 : -2%	9	4	-1%	2%	-2%	-7	11%	1	-0.1%	-4%
- COc1ccc(CNc2ncc(-c3ccccc3)n2C)c(OC)c1OC
 : 0%	3	7	?	10%	3%	-13	-4%	-1	-1.0%	-7%
- CCC(NS(=O)(=O)c1cn(C)nc1C)c1ccccc1 (configuration not stated)
 : 4%	-6	-27	2%	3%	-2%	3	2%	-2	-0.1%	-2%
- O=C1N=C(N2CCCCC2)SC1=C1CCCC1
 : 1%	-19	3	9%	/	-21%[15.4 µM]	-7	0%	3	0.0%	1%
- COc1ccc(CN(C)C(=O)c2ccc(NS(=O)(=O)c3ccc(F)cc3)cc2)c(OC)c1OC
 : 3%	-3	-1	-4%	0%	-17%	/	1%	/	-0.4%	5%
- O=C(NCC1(N2CCCCC2)CCCCC1)c1ccc(NS(=O)(=O)c2ccc(F)cc2)cc1
 : -1%	1	-6	/	2%	3%	-28	-1%	/	-0.7%	/
- Cc1cc(NS(=O)(=O)c2ccc(CC(C)C)cc2)no1
 : 0%	20	-5	0%	/	3%	-3	-2%	7	0.1%	-4%
- COc1cccc(-c2c[nH]c(=O)[nH]c2=O)c1
 : 1%	0	-5	3%	5%	-4%	3	4%	4	0.1%	12%
- FC(F)(F)c1cccc(N2CCN(C(=S)NC3CCCCC3)CC2)c1
 : 0%	0	-2	-4%	-2%	-11%	-6	?	-1	0.2%	-2%
- COC(=O)c1c(C)[nH]c(C(=O)CN(C)CC(=O)Nc2cccc(F)c2)c1C
 : -6%	-1	-6	/	-13%	-6%	21	-12%	/	0.4%	/
- Cn1c(Cn2cnc3ccccc32)nnc1SCc1ccccc1
 : 2%	-14	8	0%	-1%	17%	3	0%	1	0.5%	10%
- Cc1ccccc1CNC(=O)c1ccccc1C
 : 6%	8	-3	-2%	1%	3%	11	?	1	-0.8%	3%
- CCOc1ccc(C(=O)NN2C(=S)NC(C)(C)C=C2C)cc1
 : -1%	2	8	-2%	11%	-2%	-33	-2%	3	-0.6%	1%
- COc1ccc(CC(=O)N(C)CC(=O)Nc2c(C)cccc2C)cc1S(=O)(=O)N1CCOCC1
 : 4%	-2	6	/	-3%	9%	6	?	/	-2.8%	/
- O=C(CCNC(=O)C1CCN(S(=O)(=O)c2ccc(F)cc2)CC1)NCc1ccccc1Cl
 : 0%	-12	-10	2%	1%	1%	-2	0%	5	0.2%	-5%
- CC(C)CC(=O)Nc1cccc2c1C(=O)N(c1ccccc1)C2=O
 : 3%	13	2	6%	-3%	-4%	8	2%	0	-1.1%	0%
- O=C(c1cc2ccccc2oc1=O)N1CCN(c2ccc(N3CCOCC3)nn2)CC1
 : -1%	-10	2	1%	?	14%	-88*	-8%	2	-0.1%	0%
- COc1ccc(C)cc1S(=O)(=O)N(C)CC(=O)Nc1ccccc1
 : 1%	-2	-13	3%	12%	-3%	-1	-1%	0	-0.3%	0%
